AMA1 RON2 block: AMA1-RON2 (P. falciparum) interaction inhibition. AlphaScreen AMA1-biotinylated RON2 peptide binding. Potency, µM (series often up to 58.2 µM), inactives show at the top dose activity change, negative = inhibition, actives largely listed as inhibitors. 360,000 compounds, 0.2% hits;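 further: potency means the concentration at half of the fitted maximal effect; 0% = vehicle wells and -100% = peptide control; nearly all actives have a fitted effect of over 45% in size; some results filed as inactive show a strong effect at the top dose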
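AMA1 (3D7) with his tag at 25 nM final met compounds first, then biotinylated RON2 peptide at 25 nM; detection used donor plus acceptor beads, 10 µg/mL apiece, read by AlphaScreen after 30 min at room temperature.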
FBPA Giardia inh: Giardia lamblia aldolase inhibition. A8B2U2. AID 2451. Potency, µM (series often up to 59.6 µM), inactives show at the highest dose activity, negative = inhibition, actives largely listed as inhibitors. purified Giardia FBPA. 290,000 compounds, 0.71% hits; further: potency means the concentration at half of the fitted maximal effect; nearly all actives have a fitted effect of over 55% in size
Target sequence (A8B2U2 whole entry, looked up): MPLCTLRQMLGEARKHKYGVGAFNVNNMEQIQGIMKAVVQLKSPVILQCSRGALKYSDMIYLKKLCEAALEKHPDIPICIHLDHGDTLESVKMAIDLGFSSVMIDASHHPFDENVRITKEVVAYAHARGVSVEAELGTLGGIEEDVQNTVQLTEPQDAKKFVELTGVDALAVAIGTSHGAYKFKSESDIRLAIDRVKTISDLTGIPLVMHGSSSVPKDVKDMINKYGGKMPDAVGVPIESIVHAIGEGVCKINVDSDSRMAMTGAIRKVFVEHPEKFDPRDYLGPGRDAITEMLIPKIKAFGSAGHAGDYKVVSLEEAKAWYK
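Giardia FBPA (40 nM reagent) was preincubated 10 min at RT with compound (up to 57.5 uM final), then substrate plus GAPDH/TPI/NAD/arsenate coupling system with diaphorase/resazurin was added; resorufin fluorescence (525/598 nm) was read after 20 min.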
AmpC inh no detg: AmpC beta-lactamase inhibition without detergent; P00811; AID 485341; AmpC nitrocefin hydrolysis, absorbance 480 nm, 0.0001% Triton; 330,000 compounds, 0.52% hits; Potency, µM (doses to about 57.1 µM), for inactives: at the highest dose activity change, negative = inhibition, actives largely listed as inhibitors;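 further: potency means the concentration at half of the fitted maximal effect; plate controls were no compound for no effect and no enzyme for full effect; nearly all actives have a fitted effect of over 20% in size; some results filed as inactive show a strong effect at the top dose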
Target sequence (P00811 whole entry, looked up): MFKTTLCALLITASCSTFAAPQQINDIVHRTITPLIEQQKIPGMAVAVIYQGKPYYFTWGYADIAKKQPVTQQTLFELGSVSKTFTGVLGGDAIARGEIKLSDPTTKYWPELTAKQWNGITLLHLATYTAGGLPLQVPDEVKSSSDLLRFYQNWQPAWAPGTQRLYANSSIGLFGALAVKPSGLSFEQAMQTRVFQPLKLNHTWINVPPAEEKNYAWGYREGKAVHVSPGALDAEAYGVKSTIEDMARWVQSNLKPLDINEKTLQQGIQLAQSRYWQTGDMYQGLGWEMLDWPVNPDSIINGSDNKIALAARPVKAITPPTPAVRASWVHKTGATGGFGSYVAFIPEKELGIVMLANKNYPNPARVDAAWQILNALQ
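AmpC (5.3 nM in the dispensed reagent) in 20 mM phosphate pH 7.0 with 0.01% (detergent screen) or 0.0001% Triton X-100 was preincubated with compounds for 15 min at room temperature. Nitrocefin was then added from an 800 uM solution, and hydrolysis was followed at 480 nm.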
AmpC detergent: blocks E. coli AmpC beta-lactamase in detergent assay. AmpC hydrolysis of nitrocefin, absorbance 480 nm, 0.01% Triton. 370,000 compounds, 0.041% hits. Potency, µM (highest dose often 114 µM), without a hit: at the top dose activity change, negative = inhibition, actives largely listed as inhibitors;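 further: potency means the concentration at half of the fitted maximal effect; 0% = no-compound wells and -100% = no-enzyme wells; nearly all actives have a fitted effect of over 25% in size; some results filed as inactive show a strong effect at the top dose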
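AmpC (5.3 nM in the dispensed reagent) in 20 mM phosphate pH 7.0 with 0.01% (detergent screen) or 0.0001% Triton X-100 was preincubated with compounds for 15 min at room temperature. Nitrocefin was then added from an 800 uM solution, and hydrolysis was followed at 480 nm.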
HCMV inh: inhibitors of human cytomegalovirus | activity change, negative = inhibition, % at 57.5 µM | HFF cells, HCMV-luciferase reporter, 72 h; active compounds read low | 410,000 compounds, 4.5% hits; in the data active means activity change below about -60%; inconclusive means no clear call, values can overlap the other calls; inactive means above about -39%
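Human foreskin fibroblasts infected with luciferase-reporter HCMV at MOI 1 PFU/cell, compounds at two doses. Luciferase measured 72 h post infection; normalized to buffer-only basal and Salinomycin (10uM) controls.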
Sm TGR inh: inhibitors of Schistosoma mansoni thioredoxin glutathione reductase | AID 485364 | 360,000 compounds, 3% hits | purified TGR, DTNB reduction, TNB absorbance 405 nm | Potency, µM (series often up to 114 µM), inactives show top-dose activity change, negative = inhibition, hits mostly inhibitors | Q962Y6; further: potency means the concentration at half of the fitted maximal effect; nearly all actives have a fitted effect of over 60% in size
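First, TGR (20 nM dispensed) and NADPH were mixed with compound. Second, a 15 min room-temperature incubation followed. Third, further NADPH and then DTNB were added to start the reaction. Finally, TNB absorbance was monitored kinetically.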
An asterisk follows results filed as active; ? = inconclusive; / = no result given; [ ] = another dose, or the depositor's remark. Unless noted, the call rests on the fitted dose curve; in most records, active means well fitted curve in the direction sought with a large enough effect; inconclusive means small, poorly fitted or top-dose-only effect, or another doubt; inactive means no such curve, though single readings can be large; an effect the other way counts as inactive or inconclusive. Unless noted, on the % scale 0 is the no-effect control and ±100 the full control effect.

SMILES	AMA1 RON2 block	FBPA Giardia inh	AmpC inh no detg	AmpC detergent	HCMV inh	Sm TGR inh
COc1cc2ccccc2cc1C(=O)NC(=S)Nc1ccc(C(=O)O)cc1	-3.2%	-6.5%	-23.0%	-7.1%	52.4	-33.3%
C=CCc1ccc(OC(=O)NC2CCCCC2)c(OC)c1	0.6%	4.2%	-23.3%	-11.8%	-2.5	22.4µM*
O=C(Nc1ccnn1C1CCN(Cc2cccc(OCCO)c2)CC1)C1CC1	-0.8%	/	2.0%	0.6%	27.5	-21.0%
COc1ccc(C(=O)n2c(C)c(CCO)c(=O)n2C)cc1	21.3%	-0.5%	10.3%	?	93.5	0.3%
O=C(c1ccccc1)C(C(=O)N1CCCCC1)n1ccccc1=O (centres undefined)	-6.1%	20.4%	40.4%	1.0%	18.5	-9.8%
Cc1ccc(-n2c(C)nnc2SCC(=O)NNC(=O)c2ccco2)cc1	11.3%	0.3%	-8.0%	-6.7%	-27.1	0.1%
CN1C(=O)/C(=C2\SC(N)=NC2=O)c2ccccc21	-10.4%	3.8%	-1.0%	1.8%	20.6	-7.8%
CCN1CCc2c(OCc3ccc(C)cc3)cccc2C1=O	-4.6%	1.2%	17.4%	-3.3%	28.5	-6.2%
COC(=O)c1ccc(CN2CCN(C3CCCC3)C(CCO)C2)cc1 (centres undefined)	7.3%	-1.6%	-18.7%	0.7%	28.2	-10.6%
Cc1c(NC(=S)NC(=O)C(C)(C)C)cccc1[N+](=O)[O-]	5.8%	-12.2%	-19.5%	?	-3.7	?
Fc1ccc(Nc2c(-c3c[nH]c4ccccc34)nc3ccccn23)cc1	/	/	/	-0.5%	90.8	-5.7%
CN(CC(=O)Nc1ccc(Cl)c(C(F)(F)F)c1)C(=O)/C=C/c1cccs1	-4.0%	/	-16.1%	-6.6%	3.9	-13.5%
Cc1nc(-c2cccs2)sc1C(=O)O	-6.2%	9.9%	-14.3%	-1.8%	53.6	10.0%
O=C(Cn1[nH]c(=O)c2ccccc2c1=O)Nc1ccc2c(c1)CCC2	9.3%	-9.9%	-33.3%	?	32.6	0.0%
O=C(c1cnc2cc(-c3ccccc3)nn2c1)c1cc([N+](=O)[O-])ccc1O	/	/	/	-2.3%	-29.0	-10.1%
C=Cc1ccc(CN2C(=O)c3ccccc3Sc3ccc(C(=O)OCc4ccco4)cc32)cc1	/	/	/	11.8%	19.9	28.0%
CC(C)CC(NC(=O)c1ccccc1)C(=O)OCC(=O)Nc1ccc(S(N)(=O)=O)cc1 (centres undefined)	55.2%[activator]	-0.5%	-26.1%	2.5%	-33.8	1.1%
Cc1c(N=C2NC(=O)/C(=C/c3ccc(O)cc3)S2)c(=O)n(-c2ccccc2)n1C	-12.0%	1.5%	-56.8%	-0.6%	?	-1.0%
COc1ccc(NS(=O)(=O)c2cc(NC(=O)Cn3cnc4c3c(=O)n(C)c(=O)n4C)ccc2C)cc1	15.2%	-0.7%	0.8%	-3.4%	-25.9	-3.2%
COc1ccc(NC(=O)CCN2CCN(Cc3ccccc3)CC2)c(OC)c1	-4.9%	-1.5%	0.6%	4.4%	-1.2	0.1%
CNCCC(=O)N1c2ccccc2CCc2ccc(NC(=O)OC)cc21	12.8%	1.8%	25.6%	-7.9%	-15.3	-19.0%
CCC(C)(C)NC(=O)C(c1ccc(OC)cc1)N(C(=O)CCC(=O)Nc1cc(C)on1)C(C)(C)C (centres undefined)	9.0%	0.1%	64.9%[activator]	1.8%	11.5	7.7%
Cc1ccccc1NC(=O)Cc1nc(COC(=O)c2cccc(O)c2)cs1	-3.5%	/	-30.8%	4.7%	82.5	-2.5%
COc1ccc(C2CC(C(F)(F)F)n3nc(C(N)=O)c(Cl)c3N2)cc1OC (centres undefined)	5.0%	3.0%	2.0%	-0.5%	-2.2	-32.8%
Cc1cc(C)cc(NC(=O)CCN2C(=O)c3ccccc3Sc3ncccc32)c1	/	/	/	-1.0%	-60.5*	39.8µM*
The list goes on.
SMILES	AMA1 RON2 block	FBPA Giardia inh	AmpC inh no detg	AmpC detergent	HCMV inh	Sm TGR inh
CCCCCNc1nc(-c2ccccc2)cs1	/	-4.7%	-36.0%	-1.2%	/	0.3%
CC(=NCc1ccco1)c1c(O)n(-c2ccc(C)cc2)c(=O)[nH]c1=O	-2.5%	1.7%	-17.9%	3.0%	3.6	-10.5%
COc1ccc(-c2c(C)cc3oc(=O)cc(-c4ccccc4)c3c2C)cc1	-5.4%	9.3%[89.2 µM]	-16.4%	/	2.4	/
O/N=C(\c1ccccc1)c1nccc2ccccc12	9.4%	6.2%	2.3%	4.1%	0.0	-8.9%
Cc1ccc(NC(=O)CN(C)CC(=O)Nc2ccccc2Oc2ccccc2)cc1	-2.5%	12.6µM*	25.2%	1.4%	28.2	7.9%
Cc1ccc(S(=O)(=O)CCC(=O)Nc2nnc(-c3ccc(F)cc3)o2)cc1	93.3%[activator]	/	69.4%[activator]	-20.2%	-5.9	-10.8%
Fc1ccc(NC(=S)N2CCn3cccc3C2c2cccnc2)cc1 (centres undefined)	-19.3%	-12.5%	-3.6%	-1.9%	-17.5	0.0%
Cc1ccc(NC(=O)NCc2ccc3[nH]c(C)cc3c2)cc1	-2.6%	-5.5%	-44.0%	-1.6%	-84.2*	-14.0%
O=C(COc1ccc(F)cc1)Nc1ccc(-n2cnnn2)cc1	-0.3%	3.5%	-12.2%	-1.7%	23.2	0.3%
Cc1cccc(N2CCN(C(=O)c3cccc(NC4=NC5CS(=O)(=O)CC5S4)c3)CC2)c1C (centres undefined)	22.8%	-0.3%	199.7%[activator]	-7.9%	-29.7	-10.2%
COc1ccc(/C=N/NC(=O)c2cc(-c3ccccc3)nc3ccccc23)c(C(=O)O)c1OC	13.6%	13.8%	-35.9%	-6.8%	5.4	5.5%
O=C(Nc1ccc(F)c(Cl)c1)Nc1ccc(Cl)cn1	17.6%	4.0%	-16.2%	-7.6%	?	/
CN1CCc2cc3c(c4c2C1Cc1ccccc1-4)OCO3 (centres undefined)	-9.0%	?	7.5%	-0.6%	?	-90.0%
O=C(Nc1ccccc1)C1CC(O)CN1S(=O)(=O)c1ccc([N+](=O)[O-])cc1 (centres undefined)	-12.3%	-5.2%	-14.3%	2.9%	0.0	6.8%
CCN(CC(=O)NCc1ccc(Cl)cc1)Cc1cc(=O)n2ccsc2n1	27.5%	0.6%	1.0%	1.9%	8.8	-10.3%
Cc1cc(C)cc(N(C(=O)c2nsc(Cl)c2Cl)C(C(=O)NC2CCCC2)c2ccc(O)cc2)c1 (centres undefined)	-1.2%	4.7%	-42.3%	-2.3%	-70.8*	1.2%
CC(C)c1ccc(C(=O)NCCCN2CCOCC2)cc1	-14.0%	3.5%	0.5%	-1.0%	-15.1	4.6%
Cc1ccccc1C(=O)c1cccn1CC(=O)NC(C)CCc1ccccc1 (centres undefined)	-12.3%	-1.9%	30.9%	?	-32.1	-2.9%
COc1ccc(-c2coc3c(C)c4oc(=O)c(CC(=O)O)c(C)c4cc23)cc1	-1.8%	9.8%	-11.4%	5.5%	-17.2	-3.5%
Cc1ccc(N2CC(C(=O)NCc3ccc4c(c3)OCO4)CC2=O)cc1C (centres undefined)	0.1%	4.4%	9.1%	?	-2.5	-2.2%
COc1cccc(C(=O)/C=C/Nc2ccc(S(=O)(=O)Nc3cc(OC)nc(OC)n3)cc2)c1	-0.2%	-4.6%	-10.8%	-1.5%	-9.1	4.2%
O=C(NCCO)c1cc2ccccc2c(=O)s1	-3.6%	-3.1%	-12.0%	-6.9%	19.2	1.9%
O=C(Cc1ccc([N+](=O)[O-])cc1)Nc1ccc2c(c1)C(=O)NC2=O	-5.5%	0.1%	-24.5%	-6.9%	22.3	-2.5%
O=C(CS(=O)(=O)c1ccc(F)cc1)Nc1nnc(-c2cccs2)o1	19.8%	/	?	?	-20.7	-8.6%
CC(C)OC(=O)CSc1nnc(-c2ccco2)n1N	-0.3%	3.7%	-17.9%	2.3%	-28.5	-10.4%

Reformatted: entries from further up
smiles | AMA1 RON2 block | FBPA Giardia inh | AmpC inh no detg | AmpC detergent | HCMV inh | Sm TGR inh
Cc1ccc(S(=O)(=O)CCC(=O)Nc2nnc(-c3ccc(F)cc3)o2)cc1 | 93.3%[activator] | / | 69.4%[activator] | -20.2% | -5.9 | -10.8%
Fc1ccc(NC(=S)N2CCn3cccc3C2c2cccnc2)cc1 (centres undefined) | -19.3% | -12.5% | -3.6% | -1.9% | -17.5 | 0.0%
Cc1ccc(NC(=O)NCc2ccc3[nH]c(C)cc3c2)cc1 | -2.6% | -5.5% | -44.0% | -1.6% | -84.2* | -14.0%
O=C(COc1ccc(F)cc1)Nc1ccc(-n2cnnn2)cc1 | -0.3% | 3.5% | -12.2% | -1.7% | 23.2 | 0.3%
Cc1cccc(N2CCN(C(=O)c3cccc(NC4=NC5CS(=O)(=O)CC5S4)c3)CC2)c1C (centres undefined) | 22.8% | -0.3% | 199.7%[activator] | -7.9% | -29.7 | -10.2%
COc1ccc(/C=N/NC(=O)c2cc(-c3ccccc3)nc3ccccc23)c(C(=O)O)c1OC | 13.6% | 13.8% | -35.9% | -6.8% | 5.4 | 5.5%
O=C(Nc1ccc(F)c(Cl)c1)Nc1ccc(Cl)cn1 | 17.6% | 4.0% | -16.2% | -7.6% | ? | /
CN1CCc2cc3c(c4c2C1Cc1ccccc1-4)OCO3 (centres undefined) | -9.0% | ? | 7.5% | -0.6% | ? | -90.0%
O=C(Nc1ccccc1)C1CC(O)CN1S(=O)(=O)c1ccc([N+](=O)[O-])cc1 (centres undefined) | -12.3% | -5.2% | -14.3% | 2.9% | 0.0 | 6.8%
CCN(CC(=O)NCc1ccc(Cl)cc1)Cc1cc(=O)n2ccsc2n1 | 27.5% | 0.6% | 1.0% | 1.9% | 8.8 | -10.3%

New compounds follow.
SMILES	AMA1 RON2 block	FBPA Giardia inh	AmpC inh no detg	AmpC detergent	HCMV inh	Sm TGR inh
COc1ccc(S(=O)(=O)N2CCOCC2)cc1NC(=O)c1ccccc1C	4.3%	/	4.2%	3.6%	-9.1	-21.5%
COc1ccc(C2=NN(C(=S)Nc3ccccc3)C(c3ccccc3)C2)cc1 (centres undefined)	-12.5%	-6.2%	25.1µM*	-5.3%	-25.9	0.0%
O=C(CN1C(=O)c2ccccc2C1=O)OCC(=O)N1CCN(c2ccccc2)CC1	-1.3%	/	-2.2%	-9.1%	9.9	7.7%
COc1ccc(C(=O)Nc2ccc(Cl)cc2C(=O)NCc2ccco2)cc1	7.2%	-0.9%	-26.4%	?	2.9	-18.8%
O=C(Nc1ncnc2sc3c(c12)CCCCC3)c1ccco1	-6.7%	8.2%	-17.3%	-8.1%	?	-2.4%
Cn1c(=O)c2c(nc(CN3CCN(C(=O)c4ccco4)CC3)n2Cc2cccc(Cl)c2)n(C)c1=O	-5.8%	-1.4%	166.5%[activator]	-5.5%	26.5	25.1µM*
CCn1c(SCC(=O)N2CCCC2)nnc1-c1ccc(S(=O)(=O)N2CCCCCC2)cc1	-3.8%	-10.1%	78.0%[activator]	?	0.8	1.9%

From PubChem BioAssay
